LEDGF integ inh: blocks HIV-1 LEDGF/p75-dependent DNA integration; TR-FRET IN-LEDGF/p75 DNA integration, Eu/Cy5; inhibition, % at 3.7 µM; hit rate 0.64% among 370,000;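 active = inhibition above the screen-wide mean plus 3 SD, cut at about 13% in these data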;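 note: signal is the Cy5 over europium emission ratio at 671 and 618 nm; 0% = plate median of compound wells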
TDP2 absorb: blocks human TDP2 phosphodiesterase activity | O95551 | recombinant TDP2, T5PNP hydrolysis, p-nitrophenol absorbance 415 nm | inhibition, % at 12.8 µM | hit rate 0.34% among 370,000 | AID 720702;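 active = inhibition above the mean of all tested compounds plus 3 SD, set per campaign, cut at about 25% in these data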;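 note: 0% = DMSO with enzyme and 100% = buffer with substrate but no TDP2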
Target sequence (O95551 whole entry, looked up): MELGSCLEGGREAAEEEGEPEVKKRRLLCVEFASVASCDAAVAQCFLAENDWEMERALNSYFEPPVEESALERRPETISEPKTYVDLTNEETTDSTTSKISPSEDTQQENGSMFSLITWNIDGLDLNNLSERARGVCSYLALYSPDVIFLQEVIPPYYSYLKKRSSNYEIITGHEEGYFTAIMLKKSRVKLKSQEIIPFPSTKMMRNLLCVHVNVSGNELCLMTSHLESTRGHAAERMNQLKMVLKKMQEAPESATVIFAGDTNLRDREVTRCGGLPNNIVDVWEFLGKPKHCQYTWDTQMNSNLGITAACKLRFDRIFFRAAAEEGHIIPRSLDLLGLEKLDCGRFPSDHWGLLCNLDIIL
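System – recombinant human TDP2 · Amount – 120 nM TDP2 per well · Buffer or medium – Mg2+-containing Tris-HCl buffer, pH 7.5 · Reagent – T5PNP substrate, 5 mM · Dosing – 12.8 µM single point, 1% DMSO · Incubation – 2 h at 37 °C · Measured by – epi absorbance · Read-out basis – percent inhibition · Benchmarks – high control without enzyme, low control DMSO plus TDP2 · Repeats – singlicate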
mABHD4 FP: ABHD4 (mouse) inhibition, primary FP screen | hit rate 0.54% among 370,000 | inhibition, % at 8.92 µM | purified mABHD4, FP-Rh probe fluorescence polarization | AID 720543;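 active = inhibition exceeding the mean over every tested compound plus 3 SD, cut at about 30% in these data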;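 note: 0% = plate median of compound wells and 100% = S159A mutant with DMSO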
Target sequence (Q8VD66 whole entry, looked up): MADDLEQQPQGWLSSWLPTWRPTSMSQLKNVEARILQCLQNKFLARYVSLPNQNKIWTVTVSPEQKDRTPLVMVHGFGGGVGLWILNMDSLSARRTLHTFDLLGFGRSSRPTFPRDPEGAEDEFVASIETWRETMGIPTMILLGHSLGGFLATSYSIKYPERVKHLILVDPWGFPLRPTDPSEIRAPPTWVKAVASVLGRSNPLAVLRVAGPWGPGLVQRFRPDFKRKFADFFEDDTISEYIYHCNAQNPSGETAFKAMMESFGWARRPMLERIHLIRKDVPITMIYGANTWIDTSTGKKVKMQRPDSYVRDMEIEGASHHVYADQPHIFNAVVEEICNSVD
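system = mouse ABHD4 enzyme, wild type | medium = HEPES pH 7.0, NaCl, Pluronic buffer | also added = FP-Rh probe | incubation = Enzyme–compound pre-incubation 45 min, then probe 60 min, both 25 °C | technique = fluorescence polarization, excitation 525 nm, emission 598 nm, BODIPY TMR filters | controls = S159A mutant high control, sample median low control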
MBD2 inh: inhibitors of human MBD2 binding to methylated oligonucleotide; Q9UBB5; TR-FRET; inhibition, % at 4.4 µM; hit rate 0.31% among 370,000; AID 686964; in the data active = inhibition above about 13%
NPR2 activator: GC-B (human) receptor activation; P20594; HEK293-GC-B cells, CNP EC30, cGMP TR-FRET; 0% at EC30 CNP, 100% saturating CNP; activation, % at 10 µM; hit rate 0.11% among 370,000;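 active = activation at 10 µM reaching about 35% in either raw or pattern-adjusted values, limit read from the data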
SIAE primary: blocks human sialic acid acetylesterase; Q9HAT2; SIAE FP-Rh probe binding, fluorescence polarization; inhibition, % at 9.66 µM; hit rate 0.69% among 370,000;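 active = inhibition above a cutoff: mean of compounds within the control limits plus 3 SD of those, cut at about 17% in these data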;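 note: 0% = plate median of compound wells and 100% = probe without SIAE protein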
rCAG binder: r(CAG) repeat RNA binding | inhibition, % at 3 µM | TO-PRO-1 dye displacement fluorescence | hit rate 1.3% among 370,000;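 active = inhibition above the plate cutoff, the mean of all test compounds on that plate plus 3 SD, cut at about 35% in these data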;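 note: 0% = DMSO alone and 100% = 100 µM mitoxantrone as full dye displacement; higher means more dye released from RNA so lower well fluorescence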
HTRA1 inhibitor: inhibitors of human serine peptidase HTRA1 | Q92743 | recombinant HTRA1, FP-rhodamine activity-based probe, fluorescence polarization | inhibition, % at 5.96 µM | hit rate 0.5% among 340,000 | AID 504803; in the data active = inhibition above about 36%;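 note: 0% = enzyme with DMSO and 100% = wells lacking enzyme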
TCR-CD3 inh: blocks the human TCR-CD3 interaction | TAMRA-labeled TCR probe fluorescence, biochemical | inhibition, % at 9.4 µM | hit rate 0.37% among 360,000 | AID 651800; in the data active = inhibition above about 19%;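 note: recombinant mutant TCR 2C K166C tagged with TAMRA read by polarization; 0% = receptor in buffer alone and 100% = receptor with positive control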
PRMT1 inh: inhibitors of human PRMT1 | Q99873 | recombinant PRMT1, activity-based probe fluorescence polarization | inhibition, % at 2.79 µM | hit rate 1.3% among 370,000;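 active = inhibition above about 21% made by adding two undisclosed values, limit read from the data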
Target sequence (Q99873 whole entry, looked up): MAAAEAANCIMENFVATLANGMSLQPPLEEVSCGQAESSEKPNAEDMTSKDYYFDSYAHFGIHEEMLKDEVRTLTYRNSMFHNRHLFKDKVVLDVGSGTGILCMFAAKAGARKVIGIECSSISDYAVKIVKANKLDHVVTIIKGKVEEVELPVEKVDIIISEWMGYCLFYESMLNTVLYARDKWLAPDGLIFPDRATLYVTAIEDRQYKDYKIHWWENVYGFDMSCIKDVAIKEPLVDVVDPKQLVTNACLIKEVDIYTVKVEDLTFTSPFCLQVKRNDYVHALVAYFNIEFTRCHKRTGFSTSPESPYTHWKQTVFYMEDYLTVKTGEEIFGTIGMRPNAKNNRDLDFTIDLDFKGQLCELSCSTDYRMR
* = called active by the depositor; / = no result given. These rows are one share of the data; count on the stated rates, not on these rows.

SMILES	LEDGF integ inh	TDP2 absorb	mABHD4 FP	MBD2 inh	NPR2 activator	SIAE primary	rCAG binder	HTRA1 inhibitor	TCR-CD3 inh	PRMT1 inh
COc1cc(NC(=O)COC(=O)CNC(=O)c2ccc(C)cc2)c(C)cc1[N+](=O)[O-]	-6.7	0.0	3.8	-2.2	2.0	-4.8	-2.3	-3.0	-5.2	2.1
CCOC(=O)C1(C)CCN1C(=O)c1cccc(OC)c1 (centres undefined)	-0.5	2.5	2.6	0.7	0.8	7.1	0.7	/	-1.1	-4.5
C#CCNC(=O)C[C@@H]1C[C@@]2(C(=O)OC)CCCCC=C2N(CCC2=CCCCC2)C1=O	-4.3	1.6	1.0	-6.6	3.5	-2.4	0.8	/	-1.1	6.2
N#CCC(=O)Nc1ccc(C(=O)OCC(=O)NNC(=O)c2ccc(Cl)cc2)cc1	2.3	7.2	0.7	3.4	1.9	-24.8	14.7	-15.1	9.2	-1.9
O=c1[nH]c(CSc2ncn[nH]2)nc2ccccc12	3.7	-17.8	-9.1	2.7	3.5	-2.5	1.8	5.3	-0.3	-3.2
CN(Cc1cn(C)nc1-c1ccc(Oc2ccccc2)cc1)CC1COCCO1 (centres undefined)	-0.2	0.2	-6.7	-1.7	2.4	-2.7	-6.9	-1.9	-2.9	-0.7
COc1ccc(NC(=O)CSc2cc(C(=O)c3nccn3C)c3ccccc3n2)cc1	-0.8	-1.2	-8.8	3.1	-0.6	6.2	0.0	-16.0	12.8	-1.2
Cc1ccc(-c2nc3ccccc3[nH]c2=O)cc1	0.1	-8.6	-2.5	-2.4	-0.8	2.3	-2.5	-2.6	-7.2	-0.5
CC1CC2OC2CC1COC(=O)C1CC2OC2CC1C (centres undefined)	1.3	0.1	2.1	1.1	6.4	1.0	1.3	-4.0	5.3	-3.4
COc1ccc(Nc2ccc(Nc3ccc(OC)cc3)nn2)cc1	-1.1	-4.4	11.8	4.2	-14.8	4.2	3.1	4.9	2.1	0.7
COc1ccc(-c2csc(C(NC(C)=O)c3cccc(F)c3)n2)cc1 (centres undefined)	-1.5	-6.3	-5.0	2.1	-0.6	-9.3	-1.6	/	-9.2	2.3
CCCC1=[N+](CC(=O)c2ccc(C)cc2)CCn2cccc21	2.1	-7.6	-0.1	-0.2	2.7	-3.6	4.0	17.9	4.3	2.9
C=C[C@]12CC[C@H](OC(C)=O)CC1=CCC1C2CC[C@@]2(C)C1CCC21OCCO1 (some centres undefined)	-3.0	-0.2	-1.9	-5.0	-1.0	4.8	-0.7	1.9	-5.2	-1.6
Oc1c(C(c2ccc(Cl)cc2)N2CCCC2)cc(Cl)c2cccnc12 (centres undefined)	5.2	-12.4	10.0	-5.1	-3.9	8.8	4.8	41.4*	2.8	-4.8
Cc1cc(-c2ccccc2)nn1-c1nc2c(c(=O)[nH]c(=O)n2C)n1C	3.0	-0.6	4.1	-3.1	-0.5	0.7	0.0	-1.8	1.3	0.0
O=[N+]([O-])c1cccc(-c2cc(C(F)(F)F)n3nc(-c4ccccc4)cc3n2)c1	-3.2	2.5	1.4	2.6	-3.2	-2.7	-2.1	1.8	-1.7	-0.3
Cc1ccc(C(=O)N/C(=C/c2ccc(-c3ccc([N+](=O)[O-])cc3)o2)C(=O)NCCCN(C)C)cc1	-2.0	-13.4	0.3	-3.1	-6.8	-0.1	15.2	10.9	-16.0	2.2
CC(C)CCNC(=O)C1COC(O)(C(Cc2ccccc2)NC(=O)[C@@H](NC(=O)OCc2ccccc2)C(C)C)CN1 (some centres undefined)	-4.9	-3.8	-0.4	-1.9	-4.4	-2.2	/	/	/	-3.5
O=S(=O)(NCc1ccco1)c1cccc(S(=O)(=O)N2CCCCC2)c1	3.5	-8.0	1.8	-2.2	1.8	2.9	3.0	-4.3	5.2	1.2
O=C(CN1CCCCC1)N/N=C/c1cc2ccccc2nc1Cl	-6.5	-6.6	-0.3	-2.5	-5.6	-11.4	-4.0	-0.3	0.2	1.7
C(=C\c1ccccc1)/CN1CCN(C(CCc2ccccc2)c2nnnn2C2CCCCC2)CC1 (centres undefined)	-7.1	0.1	5.2	-3.3	-2.6	-2.2	2.8	/	10.7	-0.8
O=C(NC(=S)NCC1CCCO1)c1ccccc1 (centres undefined)	3.6	-6.2	-3.4	-5.7	5.5	0.3	-2.7	3.3	-0.5	-5.4
On1c(-c2ccc(Cl)cc2)nc2ccccc21	1.4	-5.0	6.8	-7.0	6.1	5.5	2.6	/	5.7	-0.6
COc1ccccc1NC(=O)N1CCCC(C(=O)Nc2cccc(C)c2C)C1 (centres undefined)	3.7	6.4	-2.8	-4.2	-3.0	-0.3	-0.2	7.0	0.7	-1.4
Cc1cc(C)cc(NS(=O)(=O)c2ccc(NC(=O)C3CCCCC3C(=O)O)cc2)c1 (centres undefined)	-0.7	-9.4	0.1	-1.9	0.8	-0.9	35.7*	-6.0	1.9	-1.2
O=c1[nH]c(Cc2ccccn2)nc2scc(-c3ccccc3Cl)c12	4.7	2.4	-2.9	-3.1	-1.2	5.6	9.1	21.4	-10.4	-4.2
O=C(CSc1nc2ccccc2c(=O)[nH]1)Nc1ccc(S(=O)(=O)N2CCCC2)cc1	1.3	-6.4	-19.5	3.5	-5.2	-12.0	29.2	-16.6	4.0	22.6*
CC(C)N(Cc1ccccc1)C(=O)COC(=O)c1cnccn1	-2.1	-15.3	-9.3	3.5	4.0	-1.2	0.6	-0.6	-1.4	10.1
O=C(NCc1cccs1)C1CCN(S(=O)(=O)c2cccc3nsnc23)CC1	-1.6	-3.0	5.5	-1.5	-1.0	-1.4	0.9	-2.2	6.2	0.3
COc1ccccc1C(CC(=O)c1ccccc1)CC(=O)c1ccccc1	-1.8	7.2	-5.5	1.0	-2.1	1.5	-0.8	-23.6	-2.2	2.3
COC(=O)CNc1cc(S(=O)(=O)N2CCCCC2)ccc1Oc1ccc(C(=O)OC)cc1	-2.7	0.7	-5.4	2.2	0.6	-0.9	-2.3	-17.4	3.9	5.1
O=C1NCC(O)=C1C=NCCCO	-0.9	4.4	-0.9	4.1	-1.4	-4.0	12.7	-3.8	1.9	-2.4
COc1ccc(C(=O)c2ccccc2)cc1CN1CCOCC1	-3.7	7.9	6.7	-0.7	-1.4	0.1	2.3	1.1	-8.2	4.5
COc1cc(C(=O)NCC(=O)N/N=C/c2c(C)[nH]c3ccccc23)cc(OC)c1OC	-2.6	1.5	-2.9	3.5	-4.6	-1.1	4.8	0.9	-4.0	3.6
c1csc(CNCCN2CCOCC2)c1	4.8	-19.7	-11.0	0.2	0.5	-11.2	2.5	4.9	6.1	-2.0
Cc1ccc(-c2cc3nc(-c4ccco4)cc(N4CCN(Cc5ccoc5)CC4)n3n2)cc1	-1.4	-6.8	-20.0	1.9	-9.7	-12.8	/	/	/	26.7*
Cc1nnc(SCc2nc3ccccc3[nH]2)s1	0.4	2.8	-8.7	-1.1	-1.2	-1.9	1.4	-2.3	-7.2	1.1
CC(C)n1c(/N=C/c2ccccc2O)nc2ccccc21	6.8	-2.8	-1.1	-3.4	4.9	-1.2	-1.0	0.5	7.7	-3.4
CCOc1ccc(NS(=O)(=O)c2ccc(C(=O)N3CCN(C(C)=O)CC3)cc2)cc1	3.0	16.6	3.1	-1.8	3.1	7.4	1.0	3.9	-0.9	-1.2
COc1cc(C=NCc2ccccc2)ccc1O	0.9	4.3	1.7	-5.3	-2.4	4.0	4.2	9.0	-2.4	-2.0

Sorted by number of heavy atoms (rising): some entries from above.
SMILES	LEDGF integ inh	TDP2 absorb	mABHD4 FP	MBD2 inh	NPR2 activator	SIAE primary	rCAG binder	HTRA1 inhibitor	TCR-CD3 inh	PRMT1 inh
O=C1NCC(O)=C1C=NCCCO	-0.9	4.4	-0.9	4.1	-1.4	-4.0	12.7	-3.8	1.9	-2.4
Cc1nnc(SCc2nc3ccccc3[nH]2)s1	0.4	2.8	-8.7	-1.1	-1.2	-1.9	1.4	-2.3	-7.2	1.1
COc1cc(C=NCc2ccccc2)ccc1O	0.9	4.3	1.7	-5.3	-2.4	4.0	4.2	9.0	-2.4	-2.0
CC(C)N(Cc1ccccc1)C(=O)COC(=O)c1cnccn1	-2.1	-15.3	-9.3	3.5	4.0	-1.2	0.6	-0.6	-1.4	10.1
COc1ccccc1C(CC(=O)c1ccccc1)CC(=O)c1ccccc1	-1.8	7.2	-5.5	1.0	-2.1	1.5	-0.8	-23.6	-2.2	2.3
COc1ccccc1NC(=O)N1CCCC(C(=O)Nc2cccc(C)c2C)C1 (centres undefined)	3.7	6.4	-2.8	-4.2	-3.0	-0.3	-0.2	7.0	0.7	-1.4
CCOc1ccc(NS(=O)(=O)c2ccc(C(=O)N3CCN(C(C)=O)CC3)cc2)cc1	3.0	16.6	3.1	-1.8	3.1	7.4	1.0	3.9	-0.9	-1.2
COc1cc(C(=O)NCC(=O)N/N=C/c2c(C)[nH]c3ccccc23)cc(OC)c1OC	-2.6	1.5	-2.9	3.5	-4.6	-1.1	4.8	0.9	-4.0	3.6
COC(=O)CNc1cc(S(=O)(=O)N2CCCCC2)ccc1Oc1ccc(C(=O)OC)cc1	-2.7	0.7	-5.4	2.2	0.6	-0.9	-2.3	-17.4	3.9	5.1
Cc1ccc(-c2cc3nc(-c4ccco4)cc(N4CCN(Cc5ccoc5)CC4)n3n2)cc1	-1.4	-6.8	-20.0	1.9	-9.7	-12.8	/	/	/	26.7*

Further structures:
SMILES	LEDGF integ inh	TDP2 absorb	mABHD4 FP	MBD2 inh	NPR2 activator	SIAE primary	rCAG binder	HTRA1 inhibitor	TCR-CD3 inh	PRMT1 inh
CN(C(=O)C1CCC1C(=O)O)c1nc(-c2ccc(Cl)s2)cs1 (centres undefined)	0.9	15.7	1.4	1.2	0.8	6.0	23.7	-7.9	9.5	-0.1
N#Cc1nc(-c2ccco2)oc1NCc1ccco1	3.9	5.4	-5.2	0.9	9.2	-2.0	1.0	3.9	-1.5	-2.9
CCCNC(=O)c1cc(-c2ccc3c(c2)OCO3)on1	4.9	-22.4	-3.5	-6.0	-0.3	-7.9	-2.3	0.1	-1.4	-1.3
COC(=O)Cc1ccc2oc(-c3cccnc3)nc2c1	2.5	11.0	4.4	-5.2	-5.9	-0.6	-1.6	4.1	3.0	-0.3
CS(=O)(=O)N(CC(=O)N1CCC(C(N)=O)CC1)c1ccc(Oc2ccccc2)cc1	-1.3	3.0	0.5	1.9	-4.4	0.6	1.7	4.6	4.3	-2.6
COc1ccc2[nH]c(=O)c(C(c3nnnn3C3CCCC3)N(C)C3CCCCC3)cc2c1 (centres undefined)	-0.2	-4.7	6.1	2.6	-2.2	-0.6	1.7	-2.7	-2.4	2.0
Cn1c(SCc2ccc(Br)cc2)nnc1-c1cccs1	-1.4	-6.2	-5.0	-3.3	-9.7	2.4	-2.8	-0.3	-4.2	2.8
OCCC#Cc1ccc(CN2CCN(CCc3ccccc3)C(CCO)C2)cc1 (centres undefined)	-2.2	6.4	-4.5	4.8	0.6	-2.7	-8.1	-1.8	-3.9	0.9

Screening data: PubChem BioAssay, several laboratories
